# Source: PubChem (Fisher Drug Discovery Resource Center)
# hcGAS inh = blocks human cGAS activity. recombinant h-cGAS, ATP depletion, Kinase-Glo luminescence. inhibition, % at 12.5 µM. hit rate 0.081% among 290,000;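 also: 0% = vehicle reaction and 100% = reaction without DNA for no activity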
# Target sequence (Q8N884 whole entry, looked up): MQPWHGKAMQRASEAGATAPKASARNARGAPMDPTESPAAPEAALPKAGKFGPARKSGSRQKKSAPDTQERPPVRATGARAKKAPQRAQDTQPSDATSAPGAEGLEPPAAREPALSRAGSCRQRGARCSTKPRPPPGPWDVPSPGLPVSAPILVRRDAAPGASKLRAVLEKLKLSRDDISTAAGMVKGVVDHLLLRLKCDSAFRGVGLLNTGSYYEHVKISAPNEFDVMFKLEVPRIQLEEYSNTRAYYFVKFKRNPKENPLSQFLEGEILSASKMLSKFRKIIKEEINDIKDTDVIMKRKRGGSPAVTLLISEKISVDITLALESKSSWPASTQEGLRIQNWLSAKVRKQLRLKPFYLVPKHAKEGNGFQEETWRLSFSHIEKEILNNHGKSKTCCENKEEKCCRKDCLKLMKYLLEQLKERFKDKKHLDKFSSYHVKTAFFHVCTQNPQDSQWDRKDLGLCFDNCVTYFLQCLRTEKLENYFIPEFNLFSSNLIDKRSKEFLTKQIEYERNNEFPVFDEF
# mcGAS lum = inhibitors of mouse cGAS. recombinant cGAS, Kinase-Glo ATP depletion luminescence. inhibition, % at 12.5 µM. hit rate 0.15% among 160,000;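 also: 0% = negative control wells and 100% = reference inhibitor with no enzyme activity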
# NPYLR7 ag = mosquito NPYLR7 agonism. HEK293T NPYLR7/Galpha15, GCaMP6s calcium fluorescence. activation, % at 10 µM. hit rate 0.15% among 270,000. AID 1259423; in the data active = activation above about 40%;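 also: 0% = vehicle and 100% = reference agonist at the receptor; some compounds past the cut are filed as inactive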
# * = called active by the depositor; x = no result given. Rule as the data show it, unless noted: active = inhibition above about 40%; inactive = the rest. Random draw from the library; any-hit rate near 0.26%.
smiles	hcGAS inh	mcGAS lum	NPYLR7 ag
CN(C)S(=O)(=O)N1CCC(CO)(Cc2ccccc2Cl)CC1	2.8	x	1.8
N#CCSc1ncnc2c1cnn2-c1ccccc1	1.8	x	3.5
CCOC(=O)c1c(C)[nH]c(C(=O)OC2CCCCC2=O)c1C (stereo not drawn)	-1.6	-7.2	1.8
Cc1cccnc1[C@H](C)NC(=O)Cc1cc2c(cc1Cl)OCCO2	-5.2	-16.9	-3.5
Cc1cccc(Cn2cc(C(=O)Nc3ccc(F)c(F)c3F)ccc2=O)c1	-10.2	x	17.7
Cc1nc(Cc2nnc(SCc3cc(=O)n4c(C)csc4n3)o2)cs1	-7.1	x	2.9
Cc1ccc(N(CCCCN2C(=O)c3ccccc3C2=O)C(=O)c2ccc(F)c(F)c2)cc1	-2.7	-6.2	-1.8
CC(CNC(=O)C(=O)Nc1cnn(-c2ccncc2)c1)N(C)C1CC1 (stereo not drawn)	-13.8	-13.7	2.1
CCOC(=O)c1nn(-c2ccc(C)cc2)c(=O)cc1OS(=O)(=O)c1ccc2ccccc2c1	-9.8	-5.7	4.4
COc1cc(-c2nnc(SCCCC(=O)c3ccc(F)cc3)o2)cc(OC)c1OC	-7.6	-7.8	2.0
Cc1nc2sccn2c1C=NNc1ccc([N+](=O)[O-])cc1[N+](=O)[O-]	-9.8	-6.7	1.9
O=C(CSc1ccc(-c2ccncc2)nn1)N1CCOCC1	-5.5	-6.9	7.7
Cc1ccccc1NC(=O)c1ccc(CSc2ccc3ccccc3n2)cc1	-10.6	-2.7	5.3
CC(C)c1csc(C(=O)Nc2ccccc2C(=O)N(C)C)n1	-8.0	x	-2.2
C=CCN(Cc1ccccc1C)Cc1cccn1Cc1ccccc1F	-2.2	-3.0	1.5
Cn1cnnc1Sc1ccc(Cl)cc1NC(=O)C1CCC1	-8.0	x	14.9
CC(C)OC(=O)C(N)Cc1ccccc1 (stereo not drawn)	-6.4	x	-9.1
OC(CCN1CCCCC1)(c1ccccc1)C1CC2C=CC1C2 (stereo not drawn)	-4.2	-4.3	6.3
Cc1ccccc1N1CCN(C2CCCN(C(=O)CCc3ccc(F)c(F)c3)C2)CC1 (stereo not drawn)	-4.8	-2.9	0.7
CCC(C)C(NC(=O)Nc1ccccc1Br)C(=O)Nc1nnc(-c2ccc(C)cc2)s1 (stereo not drawn)	-4.1	-4.4	1.6
Cc1c(C(=O)Nc2cccnc2)oc2ccc(Cl)cc12	-0.2	x	0.1
COc1cccc2c1CCCCN2CC(=O)N1CCCC(C(F)(F)F)C1 (stereo not drawn)	-2.2	x	11.1
Cn1c(=O)ccn(CC(=O)N2CCCC2c2noc(C3CC3)n2)c1=O (stereo not drawn)	-8.5	x	4.4
Cn1ccnc1C(OC(=O)CCC1CCCO1)C(F)(F)F (stereo not drawn)	-15.5	x	1.2
CCOC(=O)c1cc(-c2ccc(C)c(C)c2)n(-c2ccc(C(=O)NC(Cc3ccccc3)c3ccccc3)cc2)n1 (stereo not drawn)	-5.1	-6.1	3.5
CCN(C(=O)Nc1nnc(C)s1)C(C)c1cc2ccccc2o1 (stereo not drawn)	-4.0	x	-6.2
CC(=O)c1cccc(-c2cc(NC(C)C)ncn2)c1	-4.8	-11.3	5.6
O=C(N[C@@H]1CCCCC1NC(=O)C1CCCN(C(=O)COc2ccc(Cl)cc2)C1)c1ccc(F)cc1 (stereo partly drawn)	-5.2	-5.2	-2.8
CCOC(=O)c1nc2ccccc2nc1N1CCN(C(=O)COc2ccc(Cl)cc2)CC1	-0.5	-4.2	1.9
C=CCNC(=O)C(NC(=O)c1cccs1)C1CCN(C(=O)c2cccc(C)c2)CC1 (stereo not drawn)	-5.7	-5.3	8.1
CCc1nc2c(OCCC3CCCCC3)cccn2c1N(C)C(=O)c1ccccc1F	0.5	-1.8	-6.7
COCCN(Cc1c(-c2ccccc2)nn(C)c1Oc1cccc(OC)c1)CC(O)c1ccccc1 (stereo not drawn)	-3.0	-5.1	0.5
Cc1nc(CN(C(=O)c2ccccc2N2CCOCC2)C(C)C)no1	-6.2	-13.0	1.0
Fc1c(F)c(F)c(Cn2nnc(-c3ccccc3)n2)c(F)c1F	-2.9	x	-1.5
O=C(c1cn[nH]c1-c1ccc(F)cc1)N1CCN(S(=O)(=O)c2ccccc2)CC1	-8.0	x	-8.8
O=C1CCCCCN1CCC(=O)N1CCOC(c2ccc(Cl)cc2)C1 (stereo not drawn)	-2.3	-13.1	8.7
CCCCCCc1ccc(C(=O)N2CCCC(C(=O)NC3CCCC[C@H]3NC(=O)c3ccccc3)C2)cc1 (stereo partly drawn)	-9.0	-8.9	22.1
OCC1(Cc2ccccc2)CCN(Cc2ccc(Oc3ncccn3)cc2)CC1	-3.9	x	5.9
COc1cc(CNC(=O)CC2CC3CCC2C3)ccc1OCc1ccncc1 (stereo not drawn)	-7.7	x	10.1
COc1cc(C2c3[nH]c4ccccc4c3CCN2C(=O)N[C@@H](C)c2ccccc2)ccc1Br (stereo partly drawn)	-5.9	-4.5	-4.4
COc1ccc(CCN2C3CCC2CC(NS(=O)(=O)c2cc(C)ccc2OC)C3)cc1OC (stereo not drawn)	-4.9	-5.5	-0.8
Cc1cc(=O)[nH]c(N=C(N)N2CCN(C)CC2)n1	-7.3	-6.7	2.1
CCC1CN(CC(=O)NCc2scnc2-c2ccccc2)Cc2cc(OC)ccc2O1 (stereo not drawn)	-8.1	-11.7	13.4
COC(=O)c1ccc(COC(=O)c2sc3ccccc3c2Cl)o1	-5.8	-5.6	-4.0
CNC(=O)Cn1nc(-c2ccccc2)c2ccccc2c1=O	1.3	1.2	2.6
Cc1ccc(-n2nnnc2CNC(=O)CCc2ccccc2)cc1C	-4.8	-6.8	1.9
CCOC(=O)c1c(C)oc2nc(Cn3cc(C(F)(F)F)cc(Cl)c3=O)nc(N)c12	35.7	-0.7	-1.1
FC(F)(F)c1cccc(C2c3cccn3CCCN2Cc2ccco2)c1 (stereo not drawn)	0.4	-4.3	-11.1
Cc1[nH]c(=O)c2c(c1[N+](=O)[O-])COC2=O	-3.9	-5.0	8.9
CCOc1nn(CC)cc1-c1nnc(SCc2ccccn2)n1CC	-1.9	0.1	-0.6
CN=C1NN=C(c2cc(C)n(-c3c(C)n(C)n(-c4ccccc4)c3=O)c2C)CS1	-6.6	x	1.5
COc1cc2c(cc1O)-c1ccccc1CN(C)C2	-2.6	-4.1	11.2
COc1ccccc1Oc1cc(C)nc(SCc2ccccc2F)n1	-9.1	-6.9	-0.1
COc1ccccc1-n1c(Cc2ccccc2)nnc1SCc1nc(C(=O)N2CCC(Cc3ccccc3)CC2)cs1	-10.1	-5.5	0.3
CC(C(=O)Nc1ccccn1)N1CCc2onc(-c3ccccc3F)c2C1 (stereo not drawn)	-2.2	x	26.7
COCCNC(=O)C(NC(=O)c1ccccc1Cl)C1CCN(C(=O)NC(C)(C)C)CC1 (stereo not drawn)	-2.3	-4.5	-0.6
C[C@H](c1ccccc1)N(CC(N)=O)Cc1ccc(OCC(F)(F)F)cc1	-11.2	x	10.7
CCOC(=O)[C@@H]1CCCC[C@@H]1NC(=O)C1CC(=O)N(N(C)c2ccccc2)C1 (stereo partly drawn)	-7.3	-3.9	-4.4
CCOC(=O)c1ccc(N=c2scc(-c3ccc(OC)cc3)n2CCc2cccc(C(F)(F)F)c2)cc1	-2.4	-3.8	-4.2
Cc1cc(OC(=O)CNC(=O)OC(C)(C)C)c2c(-c3ccccc3)cc(=O)oc2c1	-4.4	x	-0.8

# (next part)
smiles	hcGAS inh	mcGAS lum	NPYLR7 ag
COCCNC(=O)Cn1nc2c(c1NC(=O)c1ccc(OC(C)C)cc1)CSC2	-7.4	-7.4	-5.2
C=CCCC(O)CN(Cc1ccc(F)cc1)Cc1ccc2c(c1)OCO2 (stereo not drawn)	-3.1	-6.2	3.7
CC(C)(C)c1cc(Cn2cnnc2)[nH]n1	-6.9	x	1.1
O=C(c1ccccc1-c1ncc[nH]1)N1CCOC(Cc2cccc(F)c2)C1 (stereo not drawn)	0.9	-3.8	-5.5
CC1(C)CC(=O)C2C(=Nc3ccccc3N(C(=O)Cc3ccccc3)C2c2ccc(Cl)cc2)C1 (stereo not drawn)	-3.6	-8.4	-3.2
Fc1cccc(Oc2cc(N3CCCC3)ncn2)c1	-4.0	-9.8	-8.5
OCc1ccc(CN2CCc3[nH]c4c(Cl)cccc4c3C2)o1	-0.9	-12.8	10.1
COCCNC(=O)C(C)(C)n1cc(-c2ccc3c(c2)OCO3)cn1	-5.8	-6.3	3.3
O=c1c2ccccc2nc(CN2CCOCC2)n1Cc1nc(-c2ccc3ccccc3c2)cs1	-3.1	x	3.4
CS(=O)c1ccccc1NC(=O)CC1=CCCCC1 (stereo not drawn)	5.2	x	2.5
COCCC1(C(=O)N2CCOCC2)CCN(C(=O)OC(C)(C)C)C1 (stereo not drawn)	-6.4	x	1.0
COc1cc(C)nc(NCC(C)(C)N2CCS(=O)CC2)n1	1.6	x	-1.2
O=C(c1cccc(F)c1)N(Cc1ccco1)Cc1nccn1Cc1ccccc1C(F)(F)F	-1.0	-7.7	13.6
O=C(Nc1cc(-c2ccccc2)nn1-c1ccccc1)c1cc(C(F)(F)F)ccc1C(F)(F)F	-9.2	-8.0	5.7
O=C(Nc1ccccc1)C1CCCN(C(=O)COc2ccccc2F)C1 (stereo not drawn)	9.2	x	-2.3
CNS(=O)(=O)c1ccc(C(=O)OC(C)c2nc(C(C)(C)C)no2)cc1 (stereo not drawn)	2.2	x	2.9
CCc1c(C)nn(-c2ccc(C(=O)Nc3cccc(Oc4ccccc4)c3)cc2)c1C	-6.9	-2.9	-2.6
CCCc1cc(CNC(=O)c2ccc(N3CC(n4cccn4)C3)nc2)on1	-2.4	-13.0	5.9
CCCCCc1ccc(C(=O)Nc2nnc(SCc3cccc(OC)c3)s2)cc1	-3.0	-4.4	x
Cn1nnc2c(=O)n(Cc3cccc(F)c3)cnc21	-6.2	x	0.0
COc1cccc(-c2cn[nH]c2C2CCN(C3CCOCC3)CC2)c1	-4.7	-11.3	11.2
Fc1ccc(C2c3cccn3CCCN2Cc2ccccc2C(F)(F)F)cc1 (stereo not drawn)	-1.1	-3.7	2.4
CC(c1ccc(S(N)(=O)=O)cc1)N(C)C(=O)c1cc2c(s1)CCCCC2 (stereo not drawn)	-8.2	x	-0.5
CC(C)C(=O)N(Cc1cc(NC(=O)C2CCCC2)ccc1N(C)C)C(C)c1ccccc1 (stereo not drawn)	-9.9	-7.5	-4.3
COc1ccccc1CN(Cc1ccc(F)cc1)Cc1nc(C(=O)N2CCN(C(C)=O)CC2)co1	-3.7	-4.1	19.4
CCc1nc(N(CCC(=O)NCc2ccco2)Cc2ccccc2)c2ccccc2n1	-4.0	-5.3	-10.9
COc1ccc(Nc2oc(-c3ccc(COc4ccccc4)o3)nc2C#N)cc1	-3.7	-8.2	0.7
Cc1cccn2c(=O)nc(SCC(=O)NC3CCCCC3)nc12	-9.5	x	2.5
Clc1ccc(C2=Nn3c(nnc3-c3ccccc3Br)SC2)s1	-7.7	x	4.2
Cc1ccccc1/C=C1/C(=N)N2N=C(Cc3ccccc3)SC2=NC1=O	26.9	x	-1.7
Cc1[nH]nc(-c2ccc3c(c2)OCO3)c1NC(=O)CC(C)(C)C	-7.3	x	25.1
CCOC(=O)N1CCN(Cc2nc(-c3cccs3)oc2C)CC1	1.0	-3.7	-6.4
OCC1OC(Nc2ccccn2)C(O)C(O)C1O (stereo not drawn)	-7.8	x	0.8
CCCCS(=O)(=O)NCCNc1ccc(C)nn1	-5.4	-11.7	-13.0
CCNC(=O)[C@@H]1C[C@H](N)CN1C(=O)C1CCN(C(=O)CC(C)C)CC1	-4.4	x	7.2
O=C(NCc1cccc(C(F)(F)F)c1)c1ccc2sc([C@H]3C[C@H](O)[C@@H](CO)O3)nc2c1	-4.1	-6.5	5.5
O=C(c1ccc[nH]c1=O)N1CCCC1c1cccc(Br)c1 (stereo not drawn)	-7.1	x	-15.2
Cc1cccc(OS(=O)(=O)c2cn(C)c(=O)n(C)c2=O)c1C	-7.1	-7.1	3.6
O=C(NC1CCCC1)c1ccc(N2CCC(NCc3cnn(-c4ccccc4)n3)CC2)cc1	-4.8	-8.7	13.2
COC(=O)c1cccc(CN2CCC2c2ccc(F)cc2)n1 (stereo not drawn)	-9.1	-12.5	x
O=C1CCC2(CCN1)CCN(C(=O)c1cnc(Nc3ccccc3)nc1)CC2	-2.8	-16.0	1.3
CONC(=O)CCc1cc(C(C)(C)C)c(O)c(C(C)(C)C)c1	-5.3	x	-4.4
Cc1ccccc1-n1c(Cc2ccccc2)nnc1SCCCCC(=O)N1CCN(C(=O)c2ccc([N+](=O)[O-])cc2)C(C)C1 (stereo not drawn)	-4.1	-6.0	-1.2
CC(c1ccccc1)N(Cc1cccc(Oc2ccccc2)c1)Cc1nc(C(=O)O)co1 (stereo not drawn)	-4.9	-5.7	12.8
CCc1cc(N2Cc3cnn(CCO)c3C2)nc(N2CCCC2)n1	-7.8	-11.3	x

# 3 compounds from above, showing only NPYLR7 ag and hcGAS inh.
SMILES | NPYLR7 ag | hcGAS inh
CCOC(=O)N1CCN(Cc2nc(-c3cccs3)oc2C)CC1 | -6.4 | 1.0
COCCN(Cc1c(-c2ccccc2)nn(C)c1Oc1cccc(OC)c1)CC(O)c1ccccc1 (stereo not drawn) | 0.5 | -3.0
CCOC(=O)c1nn(-c2ccc(C)cc2)c(=O)cc1OS(=O)(=O)c1ccc2ccccc2c1 | 4.4 | -9.8
